tim10-1 inh: inhibits growth of tim10-1 mutant yeast. S. cerevisiae tim10-1 ts strain growth, BacTiter-Glo, 24 h. inhibition, % at 20 µM. actives 2.2% (n = 330,000). AID 463190;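 active means inhibition of at least 40%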;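 further: mutant grown at 25 °C; 0% = DMSO wells with yeast and 100% = wells holding no yeast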
MIN6 prolif: inducers of beta-cell replication in MIN6 cells. MIN6 cells proliferation, ATPlite luminescence, 48 h; cells starved in 0.2% serum; 100% = growth in 10% serum. proliferation, % at 10 µM. actives 0.29% (n = 330,000). AID 2380;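 active means compounds whose signal lies at least 3.5 SD above the mean of all wells on their plate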;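 further: 0% = DMSO-treated cells in low-serum medium and 100% = 10% serum control; some compounds called inactive have numbers as strong as hits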
hIAP block: blocks human intestinal alkaline phosphatase; P09923; purified IAP, CDP-Star luminescence, 30 min; inhibition, % at 10 µM; actives 0.12% (n = 330,000);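 active means inhibition reaching a set limit with compound at 10 µM in the primary screen, cut at about 35% in these data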;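 further: plate controls were DMSO wells with enzyme for no effect and no-enzyme buffer wells for full effect; values of inactives mirror those of a sister screen read the other way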
NALP3 yeast inh: inhibitors of NALP3 inflammasome in yeast; Yeast reconstituted NLRP3/ASC/caspase-1, beta-gal luminescence, 24 h; inhibition, % at 10 µM; actives 0.39% (n = 330,000);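 active means inhibition of 50% or more; inactive means inhibition below 50%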;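 further: plate controls were induced DMSO wells for no effect and uninduced yeast grown without galactose for full effect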
TIM10 inh: growth inhibitors of TIM10 yeast strain; actives 1.4% (n = 330,000); AID 463195; inhibition, % at 10 µM; S. cerevisiae TIM10 strain growth, BacTiter-Glo luminescence, 24 h;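 active means inhibition of 40% or more at the single tested concentration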;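 further: wild-type TIM10 isogenic control strain grown at permissive 25 °C; 0% = DMSO yeast wells and 100% = minimal medium wells without yeast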
APOBEC3G inh: blocks human APOBEC3G single-stranded DNA deamination; recombinant A3G, ssDNA deamination FAM/TAMRA fluorescence; Q9HC16; inhibition, % at 20 µM; actives 0.28% (n = 330,000);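 active means inhibition of at least 40% at 20 µM, with no more than 30% in the related APOBEC3A deaminase screen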;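 further: plate controls were DMSO wells with A3G for no effect and wells lacking A3G enzyme for full effect; some compounds called inactive have numbers as strong as hits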
Target sequence (Q9HC16 whole entry, looked up): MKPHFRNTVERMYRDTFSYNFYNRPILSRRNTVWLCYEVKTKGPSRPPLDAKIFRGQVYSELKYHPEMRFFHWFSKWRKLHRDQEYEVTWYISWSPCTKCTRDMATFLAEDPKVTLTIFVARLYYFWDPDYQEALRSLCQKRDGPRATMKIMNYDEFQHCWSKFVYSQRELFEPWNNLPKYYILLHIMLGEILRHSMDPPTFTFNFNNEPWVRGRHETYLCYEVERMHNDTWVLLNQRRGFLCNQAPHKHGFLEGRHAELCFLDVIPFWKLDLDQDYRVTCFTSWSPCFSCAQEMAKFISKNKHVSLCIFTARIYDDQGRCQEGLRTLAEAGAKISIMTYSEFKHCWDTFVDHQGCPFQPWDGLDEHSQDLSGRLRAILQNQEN
mIAP act: increases mouse intestinal alkaline phosphatase activity; muIAP, CDP-Star luminescence, 30 min; hits give high values; 1 = vehicle-only enzyme signal, 0 = enzyme-free wells; activation factor at 10 µM; actives 0.24% (n = 330,000); AID 2805;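 active means activation factor of at least 2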; further: the source names both 10 and 20 µM as test concentration; values of inactives mirror those of a sister screen read the other way
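Assay system: mouse IAP enzyme / Compound: DMSO-dissolved test compounds / Timing: 30 min, room temperature / Measured by: luminescence from enzymatic CDP-Star hydrolysis / Control set: DMSO-only wells, enzyme-free buffer wells as negative control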
mIAP block: mouse IAP inhibition | AID 2806 | actives 0.2% (n = 330,000) | inhibition, % at 10 µM | purified mouse IAP, CDP-Star luminescence, 30 min;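 active means inhibition of at least 40% at 10 µM in the primary screen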;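 further: plate controls were DMSO with enzyme for no effect and no enzyme wells for full effect; values of inactives mirror those of a sister screen read the other way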
A3A deaminase: inhibitors of human APOBEC3A DNA deaminase | P31941 | recombinant A3A, FAM/TAMRA ssDNA deamination fluorescence | inhibition, % at 20 µM | actives 0.41% (n = 330,000) | AID 493011;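 active means at least 40% inhibition at 20 µM here, with at most 30% in a related deaminase screen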;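 further: plate controls were A3A with DMSO for no effect and wells lacking A3A enzyme for full effect; some results filed as inactive read as strong as hits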
Target sequence (P31941 whole entry, looked up): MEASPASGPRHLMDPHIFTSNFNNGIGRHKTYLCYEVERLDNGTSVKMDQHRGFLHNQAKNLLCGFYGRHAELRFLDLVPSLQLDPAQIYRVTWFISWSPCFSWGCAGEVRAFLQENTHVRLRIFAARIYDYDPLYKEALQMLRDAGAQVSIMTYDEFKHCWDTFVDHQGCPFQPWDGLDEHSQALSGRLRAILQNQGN
Starred values were filed as active, the others as inactive.

SMILES	tim10-1 inh	MIN6 prolif	hIAP block	NALP3 yeast inh	TIM10 inh	APOBEC3G inh	mIAP act	mIAP block	A3A deaminase
O=C(CSc1ccc(-c2ccccc2)nn1)c1cccs1	21	-2	13	-48	41*	-9	0.96	4	-3
CCOC(=O)N1CCN(c2ccc(O)cc2)CC1	9	-3	9	-5	3	8	0.91	9	0
COC(=O)c1ccc(NC(=O)COc2ccc(S(=O)(=O)NC(C)C)cc2)cc1	-3	-1	-10	4	-3	-3	0.93	7	-1
Cc1ccc2[nH]c(=O)c(CN(CCc3ccccc3)Cc3nnnn3CC3CCCO3)cc2c1 (stereo not given)	11	0	6	25	10	-7	0.87	13	-3
NS(=O)(=O)c1ccc(NC(=O)CN2CCN(Cc3ccccc3)CC2)cc1	-7	-2	-11	-3	-7	-6	0.94	6	2
O=C(Nc1ccc2nc(-c3cccnc3)[nH]c2c1)C1CCCCC1	-2	-3	6	-9	-11	-5	0.84	16	-14
CC1=CCC(C(=O)O)C(C(=O)Nc2ccc(-c3nc4ccc(C)cc4s3)cc2)C1 (stereo not given)	11	-5	18	-2	14	4	1	0	19
CC1CCN(C(=O)c2cc3nc(C4CC4)cc(C(F)(F)F)n3n2)CC1	23	-3	-5	-4	16	-1	1	-2	1
CCNc1ccccc(-c2ccc3ccccc3n2)c1=O	21	0	17	1	2	-3	1	-2	1
COc1ccc(NC(=O)COc2ccc(/C=C/c3cccc[n+]3C)cc2OC)cc1	7	0	32	6	6	26	0.94	6	86*
O=C(NC(=S)N1CCCc2ccccc21)c1ccccc1	12	-1	-8	23	11	14	0.95	5	-4
CN1C(=O)C(CC(=O)Nc2ccccc2F)N(NC(=O)c2ccc(Br)cc2)C1=S (stereo not given)	-10	-2	25	9	19	-8	0.92	8	-1
COc1ccc(C[C@H]2CN3C(=NC[C@@H]3C(C)C)N2CCNC(=O)c2ccc(C)c(Br)c2)cc1	17	-9	-24	5	2	-7	1	-3	-7
Cc1cccc(-n2nc3c(c2NC(=O)CCC2CCCCC2)CS(=O)C3)c1C (stereo not given)	16	7	4	18	9	0	1	-2	0
O=c1[nH]c2cccnc2n1-c1ccc([N+](=O)[O-])cc1	-5	3	-17	-6	9	-1	1.1	-6	2
COC(=O)C1=C(C)NC(=O)NC1/C=C/c1ccccc1 (stereo not given)	1	-1	19	4	10	-3	0.93	7	-1
COc1ccccc1C(=O)NCCC(=O)NCCCSc1ccccc1	5	2	4	22	2	-6	0.99	0	-1
Clc1ccc(CN2C3=NCCCN3c3ccccc32)c(Cl)c1	-10	-2	-9	24	18	-9	0.97	3	-5
CC(C)Oc1ccc(CCC(=O)N/N=C/c2ccncc2)cc1	18	0	7	10	8	-5	0.94	6	2
CCN1CCN(c2ccc(S(=O)(=O)N3CCOCC3)cc2NC(=O)c2ccc(C)c(C)c2)CC1	-4	-2	-10	26	2	-6	1	-1	24
COC(=O)c1c(NC(=O)C(=O)NCCCN2CCOCC2)sc2c1CCCC2	10	-3	-21	7	3	0	0.93	7	1
COC(=O)c1ccc(OC(=O)CS(=O)c2ccccc2[N+](=O)[O-])cc1 (stereo not given)	55*	2	7	-6	28	-5	0.92	8	0
N#C/C(=C1/CCCN1)c1ccccn1	-3	0	-3	-55	-27	-6	1	-4	2
CC(C)C(=O)N(c1ccc2oc(=O)sc2c1)S(=O)(=O)c1ccccc1	16	-6	2	2	3	-1	1	0	3
Cc1cccc(N2CCN(C(=O)c3ccc4c(c3)NC(=O)C(CSCc3cccc(F)c3)N4)CC2)c1C (stereo not given)	-5	-7	23	12	3	8	0.9	10	-17

In the list so far, eleven have nitrogen in an aromatic ring.
SMILES	tim10-1 inh	MIN6 prolif	hIAP block	NALP3 yeast inh	TIM10 inh	APOBEC3G inh	mIAP act	mIAP block	A3A deaminase
O=C(CSc1ccc(-c2ccccc2)nn1)c1cccs1	21	-2	13	-48	41*	-9	0.96	4	-3
Cc1ccc2[nH]c(=O)c(CN(CCc3ccccc3)Cc3nnnn3CC3CCCO3)cc2c1 (stereo not given)	11	0	6	25	10	-7	0.87	13	-3
O=C(Nc1ccc2nc(-c3cccnc3)[nH]c2c1)C1CCCCC1	-2	-3	6	-9	-11	-5	0.84	16	-14
CC1=CCC(C(=O)O)C(C(=O)Nc2ccc(-c3nc4ccc(C)cc4s3)cc2)C1 (stereo not given)	11	-5	18	-2	14	4	1	0	19
CC1CCN(C(=O)c2cc3nc(C4CC4)cc(C(F)(F)F)n3n2)CC1	23	-3	-5	-4	16	-1	1	-2	1
CCNc1ccccc(-c2ccc3ccccc3n2)c1=O	21	0	17	1	2	-3	1	-2	1
COc1ccc(NC(=O)COc2ccc(/C=C/c3cccc[n+]3C)cc2OC)cc1	7	0	32	6	6	26	0.94	6	86*
Cc1cccc(-n2nc3c(c2NC(=O)CCC2CCCCC2)CS(=O)C3)c1C (stereo not given)	16	7	4	18	9	0	1	-2	0
O=c1[nH]c2cccnc2n1-c1ccc([N+](=O)[O-])cc1	-5	3	-17	-6	9	-1	1.1	-6	2
CC(C)Oc1ccc(CCC(=O)N/N=C/c2ccncc2)cc1	18	0	7	10	8	-5	0.94	6	2
N#C/C(=C1/CCCN1)c1ccccn1	-3	0	-3	-55	-27	-6	1	-4	2

Other records:
SMILES	tim10-1 inh	MIN6 prolif	hIAP block	NALP3 yeast inh	TIM10 inh	APOBEC3G inh	mIAP act	mIAP block	A3A deaminase
CCC(C)c1ccc(NC(=O)NCCN2CCCCC2)cc1 (stereo not given)	-2	-2	16	4	9	17	1.1	-8	-6
COc1cc([N+](=O)[O-])ccc1NC(=O)CN1CCN(C(=O)c2ccco2)CC1	6	-1	-6	-10	6	-17	0.97	3	-1
O=C(NCCc1c[nH]c2ccccc12)/C(=C/c1ccco1)NC(=O)c1ccco1	-1	0	-2	-15	-19	-5	0.99	1	-4
C=CC[C@H](CC(=O)NCCO)C(=O)N[C@@H](COC(=O)[C@H](CC=C)CC(=O)OC(C)(C)C)Cc1ccccc1	5	1	-10	-4	9	-6	0.95	5	-4
Cc1cc(C)cc(C(=O)NCCC(=O)NCc2cc(=O)n(C)c(=O)n2C)c1	14	5	8	9	-11	-10	0.99	1	-8
O=C1C=C(O)CC(c2cccs2)C1 (stereo not given)	4	-2	-18	17	19	-4	0.93	7	-1
CCn1cc(S(=O)(=O)NC2CCCCC2)cn1	-3	-3	-21	17	14	-9	0.96	4	-2
Cc1ccc(S(=O)(=O)N2CCN(C(=O)CCCOc3cccc(C)c3)CC2)cc1	28	-2	-22	17	12	3	1	0	3
O=C(NNC(=O)C1CC(=O)N(Cc2ccccc2)C1)c1ccc(F)cc1 (stereo not given)	0	-2	3	18	-4	-6	0.93	8	-3
CCc1n[nH]c2c1C(=O)CC(C)(C)C2	18	-1	-23	11	-3	-3	0.89	11	-7
CCc1ccc(/C=C2\SC(N3CCOCC3)=NC2=O)cc1	16	0	20	13	15	-7	1	-5	-4
Cc1ccc(S(=O)(=O)N(CC(=O)NN=C2CCN(C)CC2)c2ccc(F)cc2)cc1	21	3	8	-2	1	1	0.91	9	0
Cc1ccc(S(=O)(=O)CC(=O)Nc2nnc(C(C)C)s2)cc1	21	3	0	21	-19	-5	1.1	-15	3
CCOC(=O)C1(Cc2ccccc2)CCN(Cc2nccn2CC)CC1	18	2	-43	2	0	-6	1.1	-5	-3
Cc1ccc(C(=O)NCC(=O)N2CCCC(C(F)(F)F)C2)s1 (stereo not given)	5	2	-4	2	-2	-4	0.99	1	-2
COc1ccc2c(c1)c1nc3ccccc3nc1n2CCCN1C(=O)c2ccccc2C1=O	-25	-3	-4	7	-45	-3	0.98	2	2
COc1ccc(C2NN=C(c3ccc(C)cc3)S2)cc1OC (stereo not given)	7	-2	-10	27	24	-20	0.97	3	-8
Cc1nc2ccccc2n1CC(=O)NC1CCCC1	10	-2	-10	5	-3	-7	1	-2	-4
CN(C)S(=O)(=O)Oc1ccsc1C(=O)Nc1ccc(Br)cc1	23	-2	16	32	10	-3	0.92	8	1
CC(C)NC(=O)CSc1nccc(-c2cccs2)n1	8	-2	-20	12	-14	5	1.1	-9	2
CCc1ccc(NC(=O)C2CCN(S(C)(=O)=O)CC2)cc1	-1	2	-8	-8	-8	-2	1.1	-6	-3
O=C(NCC(=O)N(c1cccnc1)C(C(=O)NC1CCCC1)c1ccco1)c1cccs1 (stereo not given)	17	0	-18	12	-9	1	0.95	4	3
COc1cc(-c2nnc(Sc3ccc(C(F)(F)F)cc3[N+](=O)[O-])o2)cc(OC)c1OC	36	-5	9	29	26	-6	0.91	9	-2
O=C(Nc1c(C(=O)N2CCCCC2)cnn1-c1ccccc1)c1ccccc1F	18	-2	7	6	10	-5	0.87	13	-8
CC(NC(=O)C(=O)N1CCCCC1)C(c1cccs1)N1CCN(Cc2ccccc2)CC1 (stereo not given)	-9	-3	-35	2	-11	-6	0.96	4	-4

Pulled by compound from above, 2 records:
SMILES	tim10-1 inh	MIN6 prolif	hIAP block	NALP3 yeast inh	TIM10 inh	APOBEC3G inh	mIAP act	mIAP block	A3A deaminase
CC(C)NC(=O)CSc1nccc(-c2cccs2)n1	8	-2	-20	12	-14	5	1.1	-9	2
Cc1nc2ccccc2n1CC(=O)NC1CCCC1	10	-2	-10	5	-3	-7	1	-2	-4

Continuation:
SMILES	tim10-1 inh	MIN6 prolif	hIAP block	NALP3 yeast inh	TIM10 inh	APOBEC3G inh	mIAP act	mIAP block	A3A deaminase
O=[N+]([O-])c1ccc(N2CCN(S(=O)(=O)c3ccc(Cl)cc3)CC2)cc1NCC1CCCO1 (stereo not given)	15	-2	0	-2	-20	-7	0.9	10	-3
CN(C)c1ccc(CNC(=O)C2CCN(S(=O)(=O)c3ccc4c(c3)oc(=O)n4C)CC2)cc1	9	-2	-10	16	-5	-4	1	-4	-9
O=C(O)CCc1ccc(-c2cccs2)n1CC(=O)Nc1ccccc1C(F)(F)F	28	-1	-13	9	-6	-1	1	-2	-1
COc1ccc(OC)c(Nc2nc(N)c([N+](=O)[O-])c(NCc3ccccc3)n2)c1	-8	-4	2	4	-24	-9	0.99	1	-5
Cc1cc(N2CCN(c3ccccc3)CC2)n2nnnc2n1	3	-1	10	8	-5	4	1	-4	6
Clc1ccc(C2=Nc3cc(Cl)ccc3OC2)cc1	19	-3	16	33	4	-17	0.96	4	-6
Cc1ccc(S(=O)(=O)NCCSc2nncn2C)cc1	-15	0	11	2	4	-8	0.98	2	-5
C=C(C)CN(CC)C(=O)CC1C(=O)NCCN1C (stereo not given)	1	-3	5	10	6	-4	1	0	-2
Cc1ccccc1-c1nc2cc(NC(=O)C3CC3)ccc2o1	16	-2	-21	35	63*	-4	0.94	6	-7

Bioassay records from PubChem.
